Rtt109 Vps75: inhibitors of C. albicans Rtt109/Vps75 HAT, primary screen, biochemical, ThioGlo CoA-SH fluorescence, plate reader. purified Rtt109/Vps75, 4 h. inhibition, % at 34.9 µM. 0.16% of 330,000 active. AID 540336, 2011;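 active = inhibition of at least 50% in every replicate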
Target sequence (Q5AAJ8 whole entry, looked up): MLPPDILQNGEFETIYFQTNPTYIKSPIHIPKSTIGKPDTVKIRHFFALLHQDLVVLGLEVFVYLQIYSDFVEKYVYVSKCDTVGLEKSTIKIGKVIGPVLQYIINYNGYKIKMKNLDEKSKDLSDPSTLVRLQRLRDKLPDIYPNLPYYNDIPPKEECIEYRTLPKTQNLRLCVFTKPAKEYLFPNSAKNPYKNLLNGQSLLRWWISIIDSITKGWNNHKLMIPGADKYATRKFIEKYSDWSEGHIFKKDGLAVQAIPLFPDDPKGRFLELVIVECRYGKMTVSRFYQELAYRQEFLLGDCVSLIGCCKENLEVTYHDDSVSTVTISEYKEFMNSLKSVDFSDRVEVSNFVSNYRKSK
phage Ecoli inh: growth loss of phage-infected E. coli, primary screen, RecBCD inhibitor project, absorbance, with phage, HTS. 0.26% of 360,000 active. inhibition, % at 11.9 µM. AID 651602, 2012; in the data active = inhibition above about 11%
DAGLB inhibitor: DAGLB lipase inhibitors, primary screen, biochemical, fluorescence, HTS; Diacylglycerol lipase-beta (Homo sapiens), Q8NCG7; HEK293T DAGLB membrane lysate, EnzChek fluorogenic substrate; inhibition, % at 5.17 µM; 0.059% of 340,000 active; AID 504411, 2011; in the data active = inhibition above about 34%;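 also: 0% = enzyme with vehicle and 100% = wells lacking enzyme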
Target sequence (Q8NCG7 whole entry, looked up): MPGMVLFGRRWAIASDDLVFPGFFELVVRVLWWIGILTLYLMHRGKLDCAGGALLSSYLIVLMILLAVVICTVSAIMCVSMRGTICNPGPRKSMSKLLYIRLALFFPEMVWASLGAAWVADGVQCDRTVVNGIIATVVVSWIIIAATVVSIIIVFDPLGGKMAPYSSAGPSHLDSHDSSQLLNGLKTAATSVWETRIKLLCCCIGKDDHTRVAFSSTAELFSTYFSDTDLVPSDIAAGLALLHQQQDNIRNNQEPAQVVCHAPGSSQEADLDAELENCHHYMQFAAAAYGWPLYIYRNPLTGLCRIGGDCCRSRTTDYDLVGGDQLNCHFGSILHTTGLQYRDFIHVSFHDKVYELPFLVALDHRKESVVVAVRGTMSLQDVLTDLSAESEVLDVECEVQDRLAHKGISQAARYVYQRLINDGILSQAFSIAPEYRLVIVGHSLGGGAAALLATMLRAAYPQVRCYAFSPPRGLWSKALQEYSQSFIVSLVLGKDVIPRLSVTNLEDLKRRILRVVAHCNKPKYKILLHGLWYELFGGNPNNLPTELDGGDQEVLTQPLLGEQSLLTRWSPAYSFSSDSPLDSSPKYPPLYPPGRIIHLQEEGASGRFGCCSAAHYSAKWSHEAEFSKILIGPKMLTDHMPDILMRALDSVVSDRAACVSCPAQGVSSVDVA
PfHsp90 yeast 2: growth inhibition of PfHsp90-expressing yeast, primary screen, antimalarial PfHsp90 inhibitor project, S. cerevisiae, BacTiter-Glo luminescence, single point, set 2. BacTiter-Glo ATP, 48 h; yeast lacking PDR1 and PDR3 efflux regulators. inhibition, % at 9.4 µM. 0.32% of 310,000 active. AID 504621, 2011;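 active = every replicate shows inhibition above about 80%, whatever the replicate mean, limit read from the data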;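 also: 0% = DMSO neutral controls and 100% = 20 µM radicicol positive controls; yeast relying on Plasmodium falciparum Hsp90 in place of its own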
Wnt bcat act: Wnt/beta-catenin pathway activators, primary screen, cell-based, plate reader, single point; activation, % at 9.35 µM; AID 743398, 2014; Wnt/beta-catenin reporter cell assay, activator; 1.2% of 300,000 active; in the data active = activation above about 30%, passing the limit was not always enough;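 also: 0% = neutral control wells and 100% = positive control wells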
CAL PDZ FP: CAL PDZ peptide-binding inhibitors, primary screen, biochemical, fluorescence polarization, Cer-tagged CAL PDZ, HTS; Golgi-associated PDZ and coiled-coil motif-containing protein (Homo sapiens), Q9HD26; inhibition, % at 20 µM; purified CAL PDZ, TMR-peptide fluorescence polarization, 1 h; 0.02% of 330,000 active;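 active = highest replicate inhibition of at least 40%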;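 also: plate controls were DMSO neutral control wells for no effect and unlabeled competitor peptide control wells for full effect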
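Read-out basis: mP drop reported as inhibition | Assay system: Tagged CAL PDZ protein CerCALP, purified | Benchmarks: Unlabelled peptide for full inhibition, DMSO wells as neutral | Schedule: 1 h incubation at room temperature before polarization reading | Buffer or medium: Sodium phosphate/NaCl buffer pH 7.4 with TCEP, IgG, Thesit | Doses: Single point, 20 µM | Measured by: Fluorescence polarization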
PvdQ inh: P. aeruginosa PvdQ acylase inhibitors, primary screen, biochemical, fluorescence, plate reader and imaging, single point; PvdQ acylase [Pseudomonas aeruginosa LESB58]; purified PvdQ acylase; inhibition, % at 10 µM; 0.063% of 340,000 active; AID 488965, 2010; in the data active = inhibition above about 30%, passing the limit was not always enough;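 also: 0% = vehicle neutral wells and 100% = reference inhibitor wells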
Tat export inh: E. coli Tat export inhibitors, primary screen, MC4100, TorA-mCherry reporter, fluorescence, single point | inhibition, % at 10 µM | 0.036% of 340,000 active | AID 488895, 2010;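 active = mean replicate inhibition at least 50% and at least half of replicates individually reaching 50%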;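 also: exported cargo escapes ClpAP degradation while cytoplasmic cargo is degraded and loses fluorescence; 0% = median of neutral control wells and 100% = median of NaSCN control wells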
Ecoli viability: E. coli V3065 growth inhibition, primary screen, counter-screen for AddAB inhibitor project, absorbance, OD600; inhibition, % at 11.9 µM; AID 449728, 2010; 0.27% of 330,000 active; 18 h;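 active = inhibition above the campaign's mean inhibition across all tested compounds plus 3 SD, cut at about 9.9% in these data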;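 also: uninfected addAB+ strain grown without phage in ampicillin broth; 0% = DMSO wells and 100% = ciprofloxacin 0.95 µg/ml wells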
AddAB inh: growth inhibition of E. coli expressing H. pylori AddAB, primary screen, AddAB inhibitor project, absorbance; 0.29% of 330,000 active; inhibition, % at 11.9 µM; in the data active = inhibition above about 12%;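 also: 0% = vehicle wells of infected cells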
Active calls of the source: *; nt = not tested or not shown.

SMILES	Rtt109 Vps75	phage Ecoli inh	DAGLB inhibitor	PfHsp90 yeast 2	Wnt bcat act	CAL PDZ FP	PvdQ inh	Tat export inh	Ecoli viability	AddAB inh
CCCN(c1ccccc1F)S(=O)(=O)c1cc(-c2cc(C)no2)ccc1OC	27	1.9	-5	5	-1	-1.4	4	7	1.1	0.4
O=C(c1ccc(Cl)cc1)N1CCCC(C(=O)N2CCCCC2)C1 (configuration not stated)	-5	2.8	1	14	1	0.1	6	4	0.5	0.2
COc1ccccc1C1=NOC(C)(c2sc(-c3ccccc3)nc2C)C1 (configuration not stated)	-3	2.9	-1	-16	6	-0.6	-10	7	-1.0	2.5
Cc1ccc2oc3nc(C)c(C(=O)Nc4cccc(C(F)(F)F)c4)cc3c(=O)c2c1	-6	nt	0	21	2	-0.4	-5	3	0.8	1.2
C/C(=N/NC(=O)CN1CCN(Cc2ccccc2Cl)CC1)c1ccncc1	-7	1.6	-1	-1	14	0.6	-13	-7	2.4	1.4
Nc1ccccc1-c1ccn[nH]1	-1	-0.8	0	4	-6	-0.4	-14	5	nt	nt
O=C(O)CC/C(=N\Nc1ccc([N+](=O)[O-])cc1)c1ccccc1	-3	-1.3	8	40	0	-1.5	4	3	1.8	2.1
CC(=O)c1c(C)[nH]c(C(=O)OCC(=O)NCCc2ccc(F)cc2)c1C	3	-0.1	-1	16	-4	-0.2	-13	-4	-1.0	1.5
CCN1CCN(S(=O)(=O)c2ccc(Cl)c(C(=O)Nc3nnc(CC(C)C)s3)c2)CC1	-7	3.4	0	15	nt	0.1	-15	-4	1.8	2.1
COc1cccc(C(=O)C[n+]2ccccc2/C=N/O)c1	nt	1.4	1	23	10	-0.3	-36	1	0.3	1.8
c1ccc2c(c1)CCN(c1nc(CN3CCOCC3)nc3sc4c(c13)CCCC4)C2	-3	0.3	1	4	-5	-1.7	-2	-1	-2.2	0.7
CCOC(=O)/C(C(=O)Nc1ccc(Br)cc1)=C1/NC(C)(C)Cc2ccccc21	-7	2.2	-5	-10	-1	-0.2	0	19	-0.7	1.3
CC(=O)c1sc(N/N=C2\CC3CC2C(C)C3(C)C)nc1C (configuration not stated)	12	4.0	2	16	4	-2.4	0	-1	-2.9	1.0
COC(=O)c1sccc1NC(=S)Nc1cc(C)cc(C)c1	9	1.5	-3	3	-2	-0.7	5	-3	2.5	1.4
C=CCNC(=S)N1CCN(CCN=CC2=C(O)CC(c3ccco3)CC2=O)CC1 (configuration not stated)	2	2.7	-1	-4	nt	nt	-3	2	1.5	-0.9
Cc1nnc(SCc2ccccc2Cl)n(N)c1=O	-25	4.0	-1	nt	-1	-1.1	-16	1	0.6	2.5
Cc1ccc(NC(=O)CSc2nc(O)cc(=O)n2C)cc1	-1	2.5	0	11	0	-0.1	-3	-2	-0.3	-1.6
Cc1ccc(C)c(C(=O)CCC(=O)N2CCN(c3cccc(C(F)(F)F)c3)CC2)c1	-10	1.9	-6	-18	-3	-2.1	-5	8	0.9	1.3
CCc1noc(C)c1C(=O)NNC(=O)COc1ccc(C)cc1	-6	2.9	2	nt	-2	-2.4	-13	8	2.5	3.8
COc1ccc(OC)c(NC(=O)C2CCN(c3ncccn3)CC2)c1	4	1.6	0	16	4	-1.2	-11	-12	-0.1	2.1

Profiles, looked up by structure. Screens in order: Rtt109 Vps75, phage Ecoli inh, DAGLB inhibitor, PfHsp90 yeast 2, Wnt bcat act, CAL PDZ FP, PvdQ inh, Tat export inh, Ecoli viability, AddAB inh
`O=C(c1ccc(Cl)cc1)N1CCCC(C(=O)N2CCCCC2)C1` (configuration not stated) across the screens: -5, 2.8, 1, 14, 1, 0.1, 6, 4, 0.5, 0.2
`Cc1ccc2oc3nc(C)c(C(=O)Nc4cccc(C(F)(F)F)c4)cc3c(=O)c2c1` across the screens: -6, nt, 0, 21, 2, -0.4, -5, 3, 0.8, 1.2

More results.
SMILES	Rtt109 Vps75	phage Ecoli inh	DAGLB inhibitor	PfHsp90 yeast 2	Wnt bcat act	CAL PDZ FP	PvdQ inh	Tat export inh	Ecoli viability	AddAB inh
O=C(Nc1ccccc1F)c1ccccc1-c1ccccc1	-3	4.1	-3	-7	-1	-0.7	-13	1	-0.5	2.2
Cc1ccc(S(=O)(=O)N2CCCCC2)cc1C(=O)NC1CC(C)(C)NC(C)(C)C1	-6	5.3	4	-4	1	-2.4	-13	0	-1.1	-1.4
COc1ccc(S(=O)(=O)N2CCCC2CNC(=O)c2cccc(OC)c2)cc1 (configuration not stated)	-10	2.9	-1	nt	0	-0.9	1	5	-0.3	-0.6
NC1=NC(c2ccccc2)CC(=O)N1 (configuration not stated)	5	2.5	-3	-3	0	-1.6	-15	2	nt	nt
CCc1nnc(N/N=C/c2ccc(-c3ccc([N+](=O)[O-])cc3)o2)n1N	9	0.9	8	-13	0	0.9	-9	-5	-0.2	2.8
CN(/N=C/c1ccc(Br)o1)C1=NS(=O)(=O)c2ccccc21	-6	5.7	1	0	0	-0.9	-6	-2	-0.4	-0.2
CCOc1ccc(OCC)c(NC(=O)C2CCCN(S(=O)(=O)c3c(C)noc3C)C2)c1 (configuration not stated)	-5	0.9	-2	12	-2	-4.9	-14	-4	-1.0	1.9
COC(=O)c1cc(S(=O)(=O)N2CCN(c3cccc(C)c3)C(C)C2)c[nH]1 (configuration not stated)	4	-1.4	-2	10	-2	-1.2	-16	4	1.0	3.4
CS(=O)(=O)N(CC(=O)NCc1ccncc1)c1ccc(F)c(Cl)c1	3	5.7	-2	4	-2	0.7	5	8	0.3	1.8
COc1cc(OC)c(C(=O)NCc2ccc3c(c2)OCO3)cc1OC	-3	2.7	0	7	0	12	-19	-13	0.1	1.9
C/C(=N\NC(=O)c1cc(C)nc2ccccc12)c1ccc([N+](=O)[O-])cc1	-1	-0.8	2	nt	-2	-11	-10	-1	-0.9	-1.0
O=c1oc(CCO)cc2ccccc12	6	3.1	-2	2	-1	-0.1	-9	1	0.7	2.4
O=C(CN1Cc2ccccc2C1=O)Nc1ccc2c(c1)OCCO2	27	2.0	1	10	14	-1.4	8	-7	1.2	5.4
CCOC(=O)CNC(=O)CSc1nc2ncc(Br)cc2[nH]1	-9	0.6	-1	-16	nt	-0.5	-3	-1	0.2	3.8
CCCCn1c(N)c(N(Cc2ccccc2OC)C(=O)c2cc(CC)c(C)s2)c(=O)[nH]c1=O	18	5.1	6	-8	-5	-0.4	8	8	0.9	-0.9
O=C(CN1C(=O)NC2(CCCC2)C1=O)OCc1ccccc1	-9	7.7	0	-1	1	-1.9	-1	8	-0.9	1.5
Cc1cc(N2CCN(C(=O)Nc3ccc(F)cc3F)CC2)c2ccccc2n1	1	nt	0	31	nt	-1.8	-6	-11	-2.6	-1.8
Cn1c(=O)oc2cc(S(=O)(=O)N3CCC(C(=O)NCC4COc5ccccc5O4)CC3)ccc21 (configuration not stated)	-16	3.4	2	12	-4	-2.1	-8	0	-0.6	1.5
O=C(Cn1cnc2c(oc3nc4c(cc32)CCCC4)c1=O)Nc1ccccc1	-12	-3.7	0	-8	-1	-2.5	-13	0	2.5	0.1
COc1ccc(-c2cc(-c3cccs3)c(C#N)c(SCC(=O)NCc3ccco3)n2)cc1	0	nt	-1	nt	nt	nt	-11	-4	-2.7	0.4
CC1(C(=O)O)C=CCN1C(=O)c1ccccc1 (configuration not stated)	6	2.6	-5	nt	0	-0.5	-3	-3	3.2	3.6
COc1ccc(F)c(CN2CCCC(CNS(=O)(=O)c3cccc4cccnc34)C2)c1 (configuration not stated)	-11	-3.0	-4	-30	-2	-0.7	-10	2	-3.3	1.1
Cn1c(SCC(=O)c2ccc(F)cc2)ncc(C(=O)Nc2ccccc2)c1=O	-13	2.4	1	-1	1	-2.4	-3	2	0.7	-1.2
Cc1ccc(C(=O)NNC(=O)C2CCCN(c3ncccn3)C2)cc1 (configuration not stated)	4	-0.9	-3	-1	nt	-1.0	-2	16	0.2	0.8
CC(=O)c1c(C)n(-c2ccccc2)c2ccc(O)cc12	-9	-0.9	-2	24	nt	0.0	-13	4	0.1	-0.8
CCC(C)NS(=O)(=O)c1ccc(OCC(=O)NCc2cccnc2)cc1 (configuration not stated)	-2	0.4	0	-29	1	-1.6	-14	-7	0.4	2.3
Oc1cccnc1SCc1ccccc1	24	2.4	-7	2	7	-0.1	1	4	-0.7	1.8
O=C(COC(=O)Cn1cnc2ccccc21)Nc1cccc(S(=O)(=O)N2CCOCC2)c1	6	5.0	0	14	-1	-0.7	-14	2	-1.8	0.0
COc1ccc(-n2c3c(cc(C(=O)NCc4ccco4)c2=O)C(=O)CC(C)(C)C3)cc1	-7	0.9	-2	nt	-2	-0.2	-2	-3	-2.3	2.4
CC(C)(C)NC(=O)C(c1ccc(O)cc1)N(C(=O)CCC(=O)Nc1nccs1)c1ccc(F)cc1 (configuration not stated)	2	2.1	-2	-17	-11	0.1	-2	5	-2.9	2.1
Cc1cc(C)n(C2CC(=O)N(c3ccccc3)C2=O)n1 (configuration not stated)	-8	-0.6	1	-5	nt	-2.5	-13	4	-0.4	3.2

A stretch taken from the entries so far:
SMILES	Rtt109 Vps75	phage Ecoli inh	DAGLB inhibitor	PfHsp90 yeast 2	Wnt bcat act	CAL PDZ FP	PvdQ inh	Tat export inh	Ecoli viability	AddAB inh
CCCN(c1ccccc1F)S(=O)(=O)c1cc(-c2cc(C)no2)ccc1OC	27	1.9	-5	5	-1	-1.4	4	7	1.1	0.4
O=C(c1ccc(Cl)cc1)N1CCCC(C(=O)N2CCCCC2)C1 (configuration not stated)	-5	2.8	1	14	1	0.1	6	4	0.5	0.2
COc1ccccc1C1=NOC(C)(c2sc(-c3ccccc3)nc2C)C1 (configuration not stated)	-3	2.9	-1	-16	6	-0.6	-10	7	-1.0	2.5
Cc1ccc2oc3nc(C)c(C(=O)Nc4cccc(C(F)(F)F)c4)cc3c(=O)c2c1	-6	nt	0	21	2	-0.4	-5	3	0.8	1.2
C/C(=N/NC(=O)CN1CCN(Cc2ccccc2Cl)CC1)c1ccncc1	-7	1.6	-1	-1	14	0.6	-13	-7	2.4	1.4
Nc1ccccc1-c1ccn[nH]1	-1	-0.8	0	4	-6	-0.4	-14	5	nt	nt

Source: PubChem
